Vif imaging = HIV Vif self-association inhibitors, primary screen, imaging, HEK293T, single point; HEK293T cells, Vif self-association by quenched fluorescence, 24 h; inhibition, % at 7.49 µM; hit rate 0.35% among 340,000; AID 602346, 2012; in the data active = inhibition above about 50%, passing the limit was not always enough; also: some results filed as inactive read as strong as hits
aDG glyco act = activators of alpha-DG glycosylation, primary screen, uHTS, Pro5-aDG cells, AlphaScreen; alpha-DG glycosylation AlphaScreen (IIH6); 0% Pro5, 100% B10-LARGE cell signal; activation, % at 10 µM; hit rate 0.22% among 360,000;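 active = activation of at least 8% versus controls, or a plate z-score of at least 8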;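 also: Pro5 are CHO cells carrying HIG-tagged alpha-DG that lacks glycosylation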
CaV13 FRET inh = Primary screen for inhibitors of IQ motif and Ca2+-dependent inactivation inhibitor domain binding in CACNA1D, Förster resonance energy transfer in living cells, …; HEK cells, CFP/YFP FRET ICDI-IQ, plate reader, 10 min; percent FRET-ratio fall versus neutral wells; inhibition, % at 12.3 µM; hit rate 0.098% among 340,000;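 active = mean replicate inhibition of at least 30% and at least 1% of replicates passing that level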;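 also: 0% = median of the neutral control wells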
MC4R ag barr = MC4R agonists recruiting beta-arrestin, primary screen, cell-based, luminescence, agonist arm of biased-ligand search. Melanocortin receptor 4 (Homo sapiens), P32245. U2OS MC4R beta-arrestin complementation; percent of melanotan II response, DMSO zero. activation, % at 8.9 µM. hit rate 0.98% among 360,000. AID 540308, 2011;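 active = activation above a per-plate cutoff, the mean activation of sample wells on that plate plus 3 SD, cut at about 8% in these data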
Target sequence (P32245 whole entry, looked up): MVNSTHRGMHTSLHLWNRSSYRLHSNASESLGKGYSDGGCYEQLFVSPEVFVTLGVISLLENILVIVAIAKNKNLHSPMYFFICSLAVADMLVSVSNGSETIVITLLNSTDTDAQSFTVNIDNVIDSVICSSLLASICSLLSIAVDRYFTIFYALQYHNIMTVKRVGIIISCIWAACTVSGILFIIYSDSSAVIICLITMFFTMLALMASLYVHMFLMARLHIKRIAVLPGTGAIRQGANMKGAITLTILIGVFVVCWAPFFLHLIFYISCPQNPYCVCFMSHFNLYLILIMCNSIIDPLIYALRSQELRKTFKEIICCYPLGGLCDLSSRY
MC4R antagonist = MC4R antagonists of cAMP signaling, primary screen, cell-based, TR-FRET, antagonist arm of biased-ligand search; MC4R-expressing cells, MTII-stimulated cAMP, LANCE TR-FRET; Melanocortin receptor 4 (Homo sapiens), P32245; hit rate 0.48% among 360,000; inhibition, % at 6.5 µM; AID 540295, 2011;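 active = inhibition above its plate's cutoff, the mean of tested wells on that plate plus 3 SD, cut at about 29% in these data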;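 also: 0% = Melanotan II alone and 100% = Melanotan II plus saturating MCL0020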
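System: U2OS-MC4R stable cell line; Technique: Eu-cAMP/anti-cAMP TR-FRET, emission 671 nm; Repeats: single well per compound; Also added: Melanotan II; Dosing: one concentration, 6.5 µM nominal; Schedule: 30-min compound, 1-h challenge, 1-h detection, room temperature.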
PDI inh = inhibitors of human PDI, primary screen, biochemical, turbidity, single point, plate reader; hit rate 0.052% among 350,000; inhibition, % at 10 µM; Protein disulfide-isomerase (Homo sapiens), P07237; PDI insulin aggregation turbidity, A650, 90 min;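 active = mean inhibition across replicates of 30% or more, whatever share of single replicates reach that level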;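 also: absorbance from insulin aggregation driven by PDI reduction with DTT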
Cardio protect = cardioprotection against H2O2-induced cell death, primary screen, uHTS, H9c2 cells, ATPLite luminescence; hit rate 0.63% among 360,000; protection from H2O2 cell death, % at 20 µM; H9c2 cardiomyocytes, H2O2 injury protection, 2 h; AID 588492, 2011;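 active = compounds giving at least 50% protection of heart cells from peroxide-induced death in the single-dose screen, raw or plate-pattern-corrected value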;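 also: 0% = DMSO wells with peroxide and 100% = DMSO wells without peroxide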
ABCB6 inh MLPCN = ABCB6 transporter inhibitors, primary screen, K562-ABCB6 cells, flow cytometry, MLPCN library; fluorescence ratio to DMSO, % at 10 µM; K562-ABCB6 porphyrin accumulation, 1 h; stronger effect = lower value; hit rate 0.19% among 360,000; ATP-binding cassette sub-family B member 6 (Homo sapiens), Q9NP58;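 active = fluorescence ratio to DMSO below 75%, the collection mean minus 3 SD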;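 also: signal is porphyrin accumulated inside mitochondria; 100% equals median channel fluorescence of DMSO control wells; lower ratio means ABCB6 inhibition with less porphyrin fluorescence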
Glyco luc inh = increase of ERlucT glycosylation luciferase signal, primary screen, N-linked glycosylation inhibitor project, D54 ERlucT cells, luminescence, set 2. D54 ERlucT glycosylation luciferase reporter, 24 h; percent of 100 nM tunicamycin response. reporter increase, % at 12.5 µM. hit rate 0.23% among 360,000;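 active = mean luciferase reporter signal, scaled so untreated is 0 and the glycosylation-blocking control 100, at or above a set limit in every replicate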;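 also: luciferase carries N-glycosylation sites so blocking glycosylation raises the light; 0% = median of neutral control wells and 100% = median of 100 nM tunicamycin wells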
m5-HT2A agonist = mouse Htr2a agonists via beta-arrestin recruitment, primary screen, cell-based, luminescence | CHO-K1 mHTR2A beta-arrestin complementation; percent of 30 µM serotonin response | activation, % at 7.6 µM | hit rate 0.66% among 360,000 | AID 624169, 2012;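 active = activation above a run cutoff, the mean activation of all tested compounds plus 3 SD, cut at about 14% in these data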;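 also: 0% = plate median of compound wells and 100% = 30 µM serotonin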
Target sequence (P35363 whole entry, looked up): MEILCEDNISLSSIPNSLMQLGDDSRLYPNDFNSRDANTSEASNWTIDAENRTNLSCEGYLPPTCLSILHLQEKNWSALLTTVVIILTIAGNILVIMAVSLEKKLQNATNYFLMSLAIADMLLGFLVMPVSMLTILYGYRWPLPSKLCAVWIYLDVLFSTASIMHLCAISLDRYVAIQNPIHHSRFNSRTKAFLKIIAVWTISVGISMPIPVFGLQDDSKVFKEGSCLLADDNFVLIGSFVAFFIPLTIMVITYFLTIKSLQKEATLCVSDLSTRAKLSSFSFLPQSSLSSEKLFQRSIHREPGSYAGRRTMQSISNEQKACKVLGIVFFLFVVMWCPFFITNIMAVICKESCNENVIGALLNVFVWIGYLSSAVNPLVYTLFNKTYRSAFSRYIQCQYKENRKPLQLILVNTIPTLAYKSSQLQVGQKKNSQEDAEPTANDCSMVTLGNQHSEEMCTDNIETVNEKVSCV
* = called active by the depositor; x = not tested or not shown.

SMILES | Vif imaging | aDG glyco act | CaV13 FRET inh | MC4R ag barr | MC4R antagonist | PDI inh | Cardio protect | ABCB6 inh MLPCN | Glyco luc inh | m5-HT2A agonist
CN(C)c1ccc(NC(=O)C(=O)C2C(=O)Nc3ccccc32)cc1 (stereo not drawn) | -2.9 | 0.1 | -5.1 | 2.7 | 0.7 | -1.4 | -6.8 | 93.0 | 1.2 | 2.6
CC(C)CCCN1C(N(C)C)=NC[C@@H]1Cc1ccccc1 | -3.0 | 0.1 | -8.4 | 1.0 | 3.7 | 0.0 | -7.8 | 98.0 | 0.1 | -0.4
COc1ccc2[nH]cc(CCNC(=O)COc3cc(C)cc4oc(=O)cc(C)c34)c2c1 | -1.4 | -0.2 | x | -1.1 | 5.5 | x | 13.3 | 102.0 | -2.1 | -3.0
Cc1ccc(CCNC(=O)C2CCN(C(=O)N(C)C)CC2)cc1 | -4.1 | 0.6 | x | -1.2 | 4.9 | -5.8 | -4.3 | 94.0 | -1.0 | -2.4
CN(C(=O)c1ccc(NC(=O)Cc2cccc(NC(=O)C3CCN(C(=O)c4ccccc4)CC3)c2)cc1)C1CCCC1 | -2.6 | 0.6 | -11.1 | 1.5 | 1.9 | -0.6 | -2.5 | 98.0 | 7.1 | -4.7
CCN(CC(=O)Nc1cccc(OC)c1)CC(=O)Nc1ccc(Br)c(C)c1 | -9.8 | 0.0 | -16.8 | 1.8 | 13.7 | 5.0 | -1.9 | 102.0 | 2.7 | -19.6
CCOC(=O)N1CCN(C(=O)CN(c2ccc(OCc3ccccc3)cc2)S(C)(=O)=O)CC1 | 1.2 | -0.2 | -5.3 | 1.3 | -0.9 | 2.3 | 1.6 | 101.0 | -3.0 | 2.9
CC(=O)Nc1ccc(NC(=O)/C=C/c2ccc(Cl)cc2)cc1 | -0.3 | 0.0 | -3.9 | -2.5 | -4.5 | 8.0 | 6.8 | 94.0 | -0.3 | -2.9
COc1cc(OC)cc(C(=O)N2CCN(S(=O)(=O)c3ccc(Cl)s3)CC2)c1 | 5.3 | -0.3 | -4.4 | -0.9 | 1.3 | -4.1 | 12.7 | 96.0 | 1.1 | 14.0
CCCC[C@@H]1C=C(C(=O)O)[C@H](c2ccc(Br)cc2)N1S(=O)(=O)c1ccc(C)cc1 | x | 0.1 | -6.5 | -0.3 | -4.5 | -3.4 | -11.8 | 96.0 | 2.7 | 4.4
O=C(C1CCN(S(=O)(=O)Cc2ccccc2)CC1)N1CCN(c2ncccn2)CC1 | -1.5 | -0.1 | -4.6 | 1.0 | 7.4 | 9.0 | 7.3 | 105.0 | 3.2 | 2.2
COc1ccc(-c2nc(CS(=O)CC(=O)NC3CCCCC3C)c(C)o2)cc1 (stereo not drawn) | 7.6 | -0.1 | -2.2 | -2.1 | 13.8 | -7.8 | -3.8 | 96.0 | 0.4 | 5.0
CN1CCN(C(=O)c2ccc(-c3ccc(F)c(F)c3)c3ccoc23)CC1 | 0.9 | 0.0 | -4.6 | -0.5 | -9.0 | 6.7 | 9.8 | 82.0 | 2.3 | -15.4
CC(C)C(=O)Nc1nnc(Cc2c[nH]c3ccccc23)s1 | -5.4 | 0.0 | -19.9 | 0.2 | 10.9 | -1.0 | 1.5 | 99.0 | -1.2 | -2.5
CC(C)(C#N)C(C)(C)c1nn[nH]n1 | x | -0.2 | -7.3 | -0.3 | 7.3 | 2.0 | 0.5 | 104.0 | 0.0 | 0.0
COc1ccccc1N1CCN(/N=C/c2ccc(O)cc2O)CC1 | -1.1 | 0.0 | -21.5 | 0.8 | -5.8 | 11.0 | -16.4 | 95.0 | -0.4 | -0.4
CCOC(=O)c1oc2nc3c(cc2c1N)COC(C)(C)C3 | 8.2 | 0.1 | -5.1 | -2.5 | -0.3 | -2.6 | 6.0 | 99.0 | 0.1 | -1.1
CNC(=S)N/N=C/c1ccc(-c2ccc(C(=O)O)cc2)o1 | -9.1 | -0.2 | 6.6 | -0.8 | -12.8 | -0.3 | -0.7 | 99.0 | -1.2 | 6.4
CCOC(=O)C1CCCN(C(=O)c2ccc(OC(C)=O)cc2)C1 (stereo not drawn) | 8.1 | 0.0 | -5.1 | -0.6 | 14.2 | 7.6 | -4.7 | 94.0 | -0.2 | -1.9
Cc1c(Cl)cnc(NC(=O)COC(=O)CCc2nc3ccccc3s2)c1Cl | -1.0 | 0.2 | -4.4 | 0.7 | 13.1 | 5.0 | -3.7 | 95.0 | 1.5 | -1.9
O=C(NC1CC2CCC1C2)c1ccc(CN2CCOCC2)cc1 (stereo not drawn) | 3.3 | -0.3 | -2.8 | -0.4 | 6.4 | -0.3 | -7.5 | 92.0 | -0.6 | 1.9
CCCCCC(=O)N1C[C@@H](O)[C@H](n2cc(COC(=O)c3ccccc3)nn2)C[C@@H]1c1ccc(OC)cc1 | 0.9 | 0.1 | -8.5 | 3.6 | 8.2 | 0.4 | 2.0 | 102.0 | 0.6 | -4.1
Cc1ccc(C(=O)N/N=C/c2ccoc2)cc1C | 14.7 | 0.4 | x | -0.2 | 10.9 | 3.9 | 2.2 | 98.0 | -2.8 | -7.3
N#Cc1cc[n+](CC(=O)c2ccc(NC(=O)c3ccccc3)cc2)cc1 | 2.2 | -0.1 | -4.5 | -1.4 | -1.2 | -0.9 | 3.7 | 105.0 | -1.3 | -6.5
C[C@@H]1O[C@@H]1P(=O)(O)O | 4.9 | 0.0 | -4.1 | -0.4 | 2.8 | -7.5 | 11.7 | 103.0 | 1.8 | 5.4

Next section, overlapping the part above by three compounds.
SMILES | Vif imaging | aDG glyco act | CaV13 FRET inh | MC4R ag barr | MC4R antagonist | PDI inh | Cardio protect | ABCB6 inh MLPCN | Glyco luc inh | m5-HT2A agonist
Cc1ccc(C(=O)N/N=C/c2ccoc2)cc1C | 14.7 | 0.4 | x | -0.2 | 10.9 | 3.9 | 2.2 | 98.0 | -2.8 | -7.3
N#Cc1cc[n+](CC(=O)c2ccc(NC(=O)c3ccccc3)cc2)cc1 | 2.2 | -0.1 | -4.5 | -1.4 | -1.2 | -0.9 | 3.7 | 105.0 | -1.3 | -6.5
C[C@@H]1O[C@@H]1P(=O)(O)O | 4.9 | 0.0 | -4.1 | -0.4 | 2.8 | -7.5 | 11.7 | 103.0 | 1.8 | 5.4
Cc1cnc(CNC(=O)C2CCC(=O)N(CCc3ccc(Cl)cc3)C2)cn1 (stereo not drawn) | 0.4 | 0.1 | -2.3 | 1.7 | 0.6 | -0.7 | 2.9 | 97.0 | 1.8 | -5.6
CC(=O)Nc1ccc(S(=O)(=O)N(Cc2ccccc2)c2ccccn2)cc1 | 9.4 | -0.1 | -1.6 | -1.0 | 3.1 | -9.3 | -2.6 | 96.0 | -0.5 | 3.9
Cc1cc(C)n(/C(=C/N(C)C)C(=O)c2ccccc2)n1 | 4.6 | 0.2 | -5.7 | 0.1 | 4.8 | 2.3 | 9.9 | 101.0 | 1.9 | -1.8
O=C1CC(N2CCOCC2)C(=O)N1c1ccc2c(c1)OCO2 (stereo not drawn) | 0.2 | 0.0 | -1.0 | -0.6 | -4.2 | 6.6 | 14.8 | 94.0 | 1.6 | 5.1
Nc1nc2c(Cl)cc(Cl)cc2s1 | -2.7 | -0.3 | -6.4 | -1.2 | -5.8 | -1.0 | -8.0 | 87.0 | -0.6 | -4.7
Cc1ccsc1CN(C)CC(=O)NCC(=O)Nc1ccc(F)cc1 | -3.0 | 0.0 | -6.2 | -3.7 | 6.3 | -5.6 | 4.7 | 97.0 | -1.6 | -7.7
COc1ccccc1CNC(=O)C(=O)NCC1OCCN1S(=O)(=O)c1ccccc1 (stereo not drawn) | -1.9 | 0.1 | -6.6 | -4.9 | 8.2 | 2.8 | 4.5 | 101.0 | -0.2 | -5.5
COc1cccc(CC(=O)Nc2cc(S(=O)(=O)N3CCCCC3)ccc2C)c1 | 12.8 | -0.1 | -1.7 | -2.6 | -0.6 | 0.3 | -1.9 | 109.0 | -2.8 | -10.8
CC(C)(C)OC(=O)NCc1ccc(CNC(=O)c2nc[nH]c2C(=O)N2CCN(c3ccccc3)CC2)cc1 | -3.5 | 0.0 | -9.8 | 1.4 | 6.4 | -3.9 | 11.7 | 90.0 | -2.1 | -8.5
O=C1c2cccc3c([N+](=O)[O-])ccc(c23)C(=O)N1CC1CCCO1 (stereo not drawn) | -0.7 | -0.1 | -12.1 | -3.9 | 9.6 | 2.9 | -16.8 | 169.0 | 29.4* | 6.3
FC(F)(F)c1ccc(/C=N/n2c(C3CCCCC3)n[nH]c2=S)cc1 | 2.7 | 0.1 | -4.2 | 1.3 | 10.3 | -0.2 | -8.9 | 95.0 | -5.7 | 5.5
O=S1(=O)C=C(N2CCOCC2)c2ccccc21 | -0.9 | 0.0 | -4.4 | -0.6 | 6.0 | 4.6 | 5.2 | 100.0 | 0.1 | 3.2
N/C(=N\OC(=O)CN1C(=O)c2ccccc2C1=O)c1ccc(Br)cc1 | 4.4 | 0.3 | -1.0 | -2.7 | 3.2 | -2.2 | -0.2 | 95.0 | 1.0 | -3.8
COc1ccc(NC(=O)C[C@H]2C(=O)N(C3CCCCC3)C[C@@H]2C)cc1 | 21.0 | -0.2 | -5.7 | -0.7 | -0.1 | 3.9 | -7.0 | 103.0 | 0.5 | -1.2
COCCN1Cc2cccc(C(=O)Nc3ccc(C)c(C)c3)c2C1=O | 4.4 | 0.0 | x | 0.5 | -0.9 | 0.1 | -11.6 | 94.0 | -1.5 | 2.3
CC(=O)c1ccc(Oc2cc(C)nc(N3CCOCC3)n2)cc1 | 2.6 | 0.1 | -5.6 | -3.1 | -2.9 | -3.2 | 1.7 | 100.0 | -1.5 | 6.3
CC(=O)c1cccc(OC(=O)c2ccccc2)c1 | 2.6 | 0.0 | -5.1 | -0.9 | -3.9 | -0.8 | 0.8 | 96.0 | -0.3 | -5.6
O=C(O)CSc1nnc(-c2cccnc2)n1Cc1ccccc1 | -0.2 | -0.1 | x | 0.0 | -2.5 | 10.5 | -1.6 | 103.0 | 3.4 | -1.6
N/C(=N\OC(=O)C(c1ccccc1)c1ccccc1)c1cccnc1 | 9.7 | 0.1 | -6.1 | -0.2 | 5.3 | -4.7 | -0.1 | 102.0 | -1.5 | -0.8
CC(C)Oc1ccc(CSc2nnc3n(C)c(=O)c4c5c(sc4n23)CCCC5)cc1 | 4.5 | 0.2 | -7.9 | -0.2 | 7.6 | 5.3 | -11.6 | 95.0 | -6.8 | 1.0
